GRP78 ERSR act: induces the endoplasmic reticulum stress response in human glioma cells; Potency, µM, for inactives: at the highest dose activation, hits mostly activators; U87-MG GRP78 promoter luciferase reporter, 16 h; 0.02% of 420,000 active; note: potency is the fitted concentration of half-maximal effect; series mostly up to about 76 µM; % of control where 0% means no effect; nearly all actives have a fitted effect of over 35% in size
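ERSR induction read as luciferase luminescence (Bright-Glo, 10 min at room temperature) in stably transfected human U87-MG glioma cells exposed to compounds for 16 h, using GRP78 as sensor.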
D2 antagonist: antagonists of human D2 dopamine receptor | inhibition, % at 10 µM | 2% of 340,000 active | AID 485344 | HEK293 TREx D2 cells, calcium flux, dopamine EC80; in the data active = inhibition above about 30%; note: 0% is about no effect
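Calcium mobilization kinetics were recorded at 1 s intervals in tetracycline-induced HEK293 T-REx D2 cells, first for 180 s after compound addition and then 180 s after EC80 dopamine.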
ALOX12 inh: ALOX12 (human) lipoxygenase inhibition. purified 12hLO, xylenol orange hydroperoxide absorbance. Potency, µM (series often up to 108 µM), for inactives: at the highest dose activity change, negative = inhibition, most hits filed as inhibitors. 1.1% of 580,000 active. AID 1671190; note: potency is the fitted concentration of half-maximal effect; % is set by controls: 0 for no effect and ±100 for the full control effect
Target sequence (P18054 whole entry, looked up): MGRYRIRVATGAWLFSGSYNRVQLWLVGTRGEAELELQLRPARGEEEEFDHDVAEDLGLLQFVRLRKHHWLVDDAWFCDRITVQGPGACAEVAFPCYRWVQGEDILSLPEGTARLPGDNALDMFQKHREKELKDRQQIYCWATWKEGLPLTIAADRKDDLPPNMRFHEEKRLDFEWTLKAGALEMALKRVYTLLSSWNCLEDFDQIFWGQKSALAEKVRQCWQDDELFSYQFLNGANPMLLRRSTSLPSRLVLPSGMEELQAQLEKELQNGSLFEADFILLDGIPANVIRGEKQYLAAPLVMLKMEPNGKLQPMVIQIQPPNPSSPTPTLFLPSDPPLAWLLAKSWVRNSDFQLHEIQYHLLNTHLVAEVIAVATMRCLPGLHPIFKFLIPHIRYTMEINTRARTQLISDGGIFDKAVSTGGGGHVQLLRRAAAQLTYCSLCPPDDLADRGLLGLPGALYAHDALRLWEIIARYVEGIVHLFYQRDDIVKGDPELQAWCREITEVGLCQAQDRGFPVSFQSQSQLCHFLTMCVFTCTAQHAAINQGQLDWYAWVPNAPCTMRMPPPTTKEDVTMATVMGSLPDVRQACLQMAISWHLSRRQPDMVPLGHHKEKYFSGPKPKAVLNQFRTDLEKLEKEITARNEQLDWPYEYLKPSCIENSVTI
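Purified human 12hLO (150 nM final) in 25 mM Hepes, 0.01% Triton X-100, pH 7.0 was preincubated 15 min at room temperature with compound. Then 40 uM arachidonic acid was added, 30 min. Hydroperoxide was read by Fe-XO absorbance ratio 573/405 nm.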
Vif-APOBEC3G blk: inhibitors of Vif-APOBEC3G interaction; Q9HC16; HeLa A3G-eYFP + Vif (tagged APOBEC3G with the HIV-1 protein that degrades it), YFP fluorescence, overnight; Potency, µM (series often up to 46.1 µM), for inactives: top-dose activity, negative = active, hits mostly inhibitors; 0.076% of 410,000 active; AID 602310;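 note: potency is the fitted concentration of half-maximal effect; % is set by controls: 0 for no effect and ±100 for the full control effect; nearly all actives have a fitted effect of over 60% in size; hits raise eYFP signal because A3G escapes Vif-driven loss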
Target sequence (Q9HC16 whole entry, looked up): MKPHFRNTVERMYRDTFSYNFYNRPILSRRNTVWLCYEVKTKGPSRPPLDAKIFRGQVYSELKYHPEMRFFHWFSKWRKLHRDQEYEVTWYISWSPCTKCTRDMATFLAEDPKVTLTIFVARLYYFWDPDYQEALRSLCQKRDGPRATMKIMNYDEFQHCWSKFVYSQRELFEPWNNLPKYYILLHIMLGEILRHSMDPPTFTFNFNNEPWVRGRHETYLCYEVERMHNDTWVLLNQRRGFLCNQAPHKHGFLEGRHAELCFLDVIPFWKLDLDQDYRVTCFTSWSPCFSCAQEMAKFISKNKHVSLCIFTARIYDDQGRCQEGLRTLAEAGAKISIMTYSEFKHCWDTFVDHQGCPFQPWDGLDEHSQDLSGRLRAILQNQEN
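HeLa cells stably expressing Vif and C-terminally eYFP-tagged A3G, seeded overnight at 37 deg C, then exposed to compound by pintool overnight at 37 deg C. Rise in yellow fluorescence (Ex 488/Em 500-530, Acumen) marks blocked Vif-driven A3G degradation.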
LDHA block: blocks human lactate dehydrogenase A | 0.15% of 480,000 active | P00338 | activity change, % (values are at about 110 or 230 µM) | purified LDHA, NADH/diaphorase-resazurin fluorescence; active compounds read low; in the data active = activity change below about -30%; inconclusive = mostly about -25% to -30%;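 note: plate controls were DMSO wells for no effect and wells without enzyme for full effect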
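Remaining NADH was detected by diaphorase (0.133 mg/mL) converting 37 µM resazurin to fluorescent resorufin, read at 0 and 20 minutes. The preceding 5-minute room-temperature reaction used 2 nM LDHA, 0.2 mM sodium pyruvate and 0.06 mM NADH at pH 7.4.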
Vif-A3F inh: blocks the Vif interaction with APOBEC3F; HeLa A3F-eYFP + Vif (tagged APOBEC3F with the HIV-1 protein that degrades it), YFP fluorescence increase; Potency, µM (doses to about 46.1 µM), for inactives: top-dose activity, negative = active; 0.2% of 390,000 active; AID 602313; note: potency is the fitted concentration of half-maximal effect; % of control where 0% means no effect; nearly all actives have a fitted effect of over 65% in size
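Fluorescence increase (Ex 488/Em 500-530) after overnight compound treatment at 37 deg C flags inhibition of Vif-driven A3F-eYFP loss in stable HeLa A3F-eYFP/Vif cells seeded overnight beforehand.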
D2 ag: agonists of human D2 dopamine receptor; HEK293 T-REx D2 cells, calcium flux agonist mode; activation, % at 2 µM; 0.53% of 340,000 active; AID 485358;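 active = activation over 3 SD above normal in the single-dose calcium agonist read, cut at about 30% in these data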; note: 0% is about no effect
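Agonism is scored from calcium flux in a force-coupled, inducible HEK293 cell line expressing D2, read kinetically for 180 s after compound addition against dopamine controls.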
ERG-DNA inh: ERG Ets/DNA interaction inhibition. P11308. fluorescence polarization, His-ERG Ets domain / labelled DNA. Potency, µM (doses to about 76.9 µM), inactives show at the top dose FP activity, negative = inhibition, most hits filed as inhibitors. 0.028% of 370,000 active. AID 624246; active = well fitted inhibition curve with a large enough effect in the polarisation, with a control signal flat; inconclusive = small, poorly fitted or top-dose-only effect, or effect the other way, or a change in a side signal; inactive = no such curve, though single readings can be large or run the other way; the % refers to the polarisation;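 note: polarization taken with two DNA probes labelled with fluorescein and Texas red; potency is the fitted concentration of half-maximal effect; % of control where 0% means no effect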
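His-tagged ERG Ets domain (1 uM in the protein solution; 300mM KCl, 50mM Tris-HCl, 1mM EDTA, 1mM DTT, pH 7.5) received compound, then a probe mix of 5 nM fluorescein-DNA and 100nM Texas-615-DNA. Fluorescence polarization was read for both dyes.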
RGS4 inh: blocks human RGS4-accelerated GTP hydrolysis. P49798. Transcreener GDP fluorescence polarization, RGS4-accelerated GTP hydrolysis. Potency, µM (highest dose often 114 µM), without a hit: top-dose activity change, negative = inhibition, actives largely listed as inhibitors. 0.039% of 390,000 active. AID 504845; note: potency is the fitted concentration of half-maximal effect; % is set by controls: 0 for no effect and ±100 for the full control effect; nearly all actives have a fitted effect of over 75% in size; some results filed as inactive show a strong effect at the top dose
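MLSMR compounds (23 nl, pin-transferred) preincubated 10 min at room temperature with a 500nM (2x) first reagent, then RGS4 at 900nM (2x) plus Transcreener GDP mix added; fluorescence polarization (620/688 nm) read before and after 90 min at 30 °C.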
* = called active by the depositor; ? = inconclusive; . = no result given; & = joins results of further samples; [ ] = remark or other dose. Unless noted, calls come from the whole dose curve; as a rule, active = well fitted curve in the direction sought with a large enough effect; inconclusive = small, poorly fitted or top-dose-only effect, or another doubt; inactive = no such curve, though single readings can be large; an effect the other way counts as inactive or inconclusive. These rows are one share of the data (hit frequency here may not be typical).

Compound,GRP78 ERSR act,D2 antagonist,ALOX12 inh,Vif-APOBEC3G blk,LDHA block,Vif-A3F inh,D2 ag,ERG-DNA inh,RGS4 inh
NC(=O)CC(NC(=O)c1ccccc1)c1ccc(NCc2ccccn2)c([N+](=O)[O-])c1 (configuration not stated),-4%,18,-4%,1%,1,5%,0.3,2%,-21%
CCC(C)(C)NC(=O)c1cc(S(=O)(=O)N2CCCCC2)ccc1N1CCOCC1,-3%,-1,-8%,2%,-9,16%,0.0,-3%,21%
CCOC(=O)C1CCN(C(=O)c2ccccc2NS(=O)(=O)c2ccc(F)c(F)c2)CC1,-6%,1,14%,1%,-1,-11%,0.0,2%,7%
CCC(C(=O)OCC(=O)Nc1cc(Cl)cc(Cl)c1)c1ccccc1 (configuration not stated),-2%,-14,-28%,-11%,-6,0%,0.6,-10%,-13%
Cc1cccc(CN2CCC(C(=O)Nc3ccc(Oc4cccnc4)cc3)CC2)c1,0%,4,0%,1%,-8,2%,1.2,6%,15%
Cc1cccc(OCCCC(=O)Nc2nccs2)c1,0%,-13,-3%,3%,2,-7%,0.3,9%,8%
O=C(Nc1ccc(Cl)cc1Cl)c1cccc(N2C(=O)C=CC2=O)c1,-18%,1,?,?,-8,-2%,-0.7,3%,-47%[11.4 µM]
Cc1ccc(S(=O)(=O)N2CCN(C(=O)COC(=O)c3cccc(Cl)c3)CC2)c(C)c1,-6%,-10,206%[activator],1%,0,-4%,-0.3,-6%,12%
CC1CN(/C=C/C(=O)C(F)(F)F)CC(C)O1 (configuration not stated),-6%,-7,-5%,-11%,-8,-16%,2.3,-2%,19%
c1ccc(Cn2c(Sc3nnnn3-c3ccccc3)nnc2-c2ccccc2)cc1,-2%,0,20%,1%,-10,-2%,0.4,-2%,8%
CC(C)CCN1CCC(n2nccc2NC(=O)C2CCOC2)CC1 (configuration not stated),1%,5,-7%,4%,-3,-4%,-0.1,0%,22%[11.4 µM]
COc1cccc(C2c3[nH]c4ccccc4c3C[C@H]3C(=O)N(C)CC(=O)N23)c1 (some centres not stated),-2%,5,2%,-5%,-1,4%,-0.1,-2%,19%
N#CC1=C2SCCN2C(=O)C(C#N)C12CCCCC2 (configuration not stated),-5%,-10,0%,1%,-20,8%,-0.3,-5%,27%
O=C(Nc1c2c(nn1-c1ccccc1)CS(=O)C2)c1ccc(S(=O)(=O)N2CCOCC2)cc1 (configuration not stated),-4%,-3,-14%,2%,3,1%,0.0,17%,-15%
CN(O)/C=N/C(=S)Nc1ccc(Cl)cc1Cl,0%,2,?,4%,-2,?,1.4,-9%,-23%
COc1cc(/C=N/NC(=O)c2ccc(COc3cc(C)ccc3C(C)C)cc2)cc(OC)c1O,-11%,-3,-12%,-2%,3,-12%,0.6,0%,-7%
COc1ccc(C(=O)O)cc1S(=O)(=O)Nc1ccc(Oc2ccccc2)cc1,-6%,5,0%,1%,-4,2%,0.2,-19%,-11%
COc1ccc(NC(=O)CSc2n[nH]c(N)n2)c([N+](=O)[O-])c1,-1%,-2,0%,0%,-2,-3%,-0.3,-3%,-20%
COc1cccc(N2CCN(C(=O)C3CCN(S(=O)(=O)c4ccc5c(c4)CC(C)N5C(C)=O)CC3)CC2)c1 (configuration not stated),-1%,-4,-8%,2%,-2,-3%,2.2,0%,-9%
O=C(CCN1C(=O)c2ccccc2C1=O)NNC(=O)c1ccc(Cl)cc1Cl,2%,8,15%,2%,-7,-13%,0.2,-5%,17%
Cc1c(CC(=O)N2CCN(C(=O)C3COc4ccccc4O3)CC2)c(=O)oc2cc(O)c(Cl)cc12 (configuration not stated),-1%,0,-5%&1%,-2%,3&2,2%,0.0,-5%,3%
O=C(c1cc(S(=O)(=O)N2CCOCC2)c(Cl)cc1Cl)N1CCCCC1,-1%,-2,13%,3%,-10,-4%,0.5,1%,13%
COc1ccc(-c2nc3n(c(=O)c2C#N)CCS3)cc1OC,-2%,5,0%,-3%,-5,-13%,0.5,9%,1%
O=C1CC(c2ccccc2)n2nc(N3C(=O)CCC3=O)nc2N1 (configuration not stated),-4%,-7,-16%,0%,-6,-6%,0.1,-6%,43%

As a short view, some entries already given.
Compound,GRP78 ERSR act,D2 antagonist,ALOX12 inh,Vif-APOBEC3G blk,LDHA block,Vif-A3F inh,D2 ag,ERG-DNA inh,RGS4 inh
N#CC1=C2SCCN2C(=O)C(C#N)C12CCCCC2 (configuration not stated),-5%,-10,0%,1%,-20,8%,-0.3,-5%,27%
O=C(Nc1c2c(nn1-c1ccccc1)CS(=O)C2)c1ccc(S(=O)(=O)N2CCOCC2)cc1 (configuration not stated),-4%,-3,-14%,2%,3,1%,0.0,17%,-15%

(further entries)
Compound,GRP78 ERSR act,D2 antagonist,ALOX12 inh,Vif-APOBEC3G blk,LDHA block,Vif-A3F inh,D2 ag,ERG-DNA inh,RGS4 inh
O=C(COC(=O)c1ccc(O)cc1)NCC1COc2ccccc2O1 (configuration not stated),0%,-8,-6%,-6%,-4,3%,-0.1,23%,4%
O=C1CCCN1CCC1CCCCN1Cc1nc(COc2ccccc2)no1 (configuration not stated),-5%,-5,-10%,-1%,-2,6%,0.2,-2%,-31%
N#CC(c1nc2ccccc2nc1OCCO)S(=O)(=O)c1ccccc1 (configuration not stated),-1%,-15,0%,-2%,-2,1%,-0.2,1%,8%[11.4 µM]
CCc1ccc(NC(=O)c2ccccc2NC(=O)C2CCCO2)cc1 (configuration not stated),11%,14,21%,3%,-3,-22%,-0.3,1%,18%
CC(C)(C)OC(=O)N1CCC(c2c(C(=O)N3CCCCC3)cnn2-c2ccc(F)cc2F)CC1,1%,.,2%,-3%,0,1%,-1.7,0%,-4%
NCCCCCc1nnc(SCc2cccc(Cl)c2)o1,-9%,-11,-9%,-1%,0,0%,-0.4,-10%,-23%
Cc1cccc(NC(=O)c2cc([N+](=O)[O-])ccc2NC2CCCCC2)c1,0%,-12,-5%,-7%,-6,-1%,-0.6,-2%,11%
CCN1C(=O)/C(=C2/C=Cc3ccccc3N2C)OC1=S,3%,5,-7%,-3%,1,?,0.3,-5%,2%[11.4 µM]
Cc1cc(/C=N/n2cnnc2)c(C)n1-c1cc(Cl)ccc1Cl,-1%,.,-6%,0%,-3,-3%,.,.,0%
COc1ccc(-c2nc(C#N)c(NCc3ccco3)o2)cc1,13%,.,?,-6%,-3&0,-13%,.,1%,-15%
COc1ccccc1NCCC(=O)OCC(=O)NC1CCCC(C)C1C (configuration not stated),-4%,-6,-7%,-11%,-2,0%,-1.7,-7%,3%
CCN(C(=O)CCS(=O)(=O)c1cc2c(cc1Cl)NC(=O)CO2)c1ccccc1,-5%,-10,-8%[57.4 µM],0%,-4,0%,2.1,-5%,-21%
CCC(CC)C(=O)Nc1cccc(-c2nc3cccnc3s2)c1,-2%,.,-13%,5%,-17,4%,0.7,1%,14%
CC(NS(=O)(=O)c1ccccc1)c1n[nH]c(=S)n1-c1ccccc1 (configuration not stated),-4%,-10,?,-3%,-6,15%,-0.1,-3%,-1%
CC(C)[C@H]1COCCS(=O)(=O)N1Cc1ccccc1-c1ccccc1,-1%,.,-4%,-6%,2,4%,.,0%,-47%
CCCNC(=O)c1cccc(C(F)(F)F)c1,-1%,.,19%,0%,-6,-10%,-1.1,-6%,-3%
CC(=O)Nc1ccc(C(=O)OCC(=O)Nc2ccc(S(=O)(=O)N3CCOCC3)cc2)cc1,-6%,.,-3%,1%,-5,-5%,.,-16%,-30%
CC(=O)N1CCN(C(=O)CCc2nnc(CCCCc3ccccc3)o2)CC1,-1%,-4,8%,3%,-6,-4%,0.5,-11%,12%
COc1cccc(NC(=O)CN(C)CC(=O)NCC(=O)Nc2ccc(F)cc2)c1,-1%,.,23%,-4%,0,0%,.,2%,-8%

Part of the list above, with values under each structure.
Values in the order – GRP78 ERSR act | D2 antagonist | ALOX12 inh | Vif-APOBEC3G blk | LDHA block | Vif-A3F inh | D2 ag | ERG-DNA inh | RGS4 inh
- CC(C)[C@H]1COCCS(=O)(=O)N1Cc1ccccc1-c1ccccc1
→ -1% | . | -4% | -6% | 2 | 4% | . | 0% | -47%
- CCCNC(=O)c1cccc(C(F)(F)F)c1
→ -1% | . | 19% | 0% | -6 | -10% | -1.1 | -6% | -3%
- CC(=O)Nc1ccc(C(=O)OCC(=O)Nc2ccc(S(=O)(=O)N3CCOCC3)cc2)cc1
→ -6% | . | -3% | 1% | -5 | -5% | . | -16% | -30%
- CC(=O)N1CCN(C(=O)CCc2nnc(CCCCc3ccccc3)o2)CC1
→ -1% | -4 | 8% | 3% | -6 | -4% | 0.5 | -11% | 12%
